N-glyco inh – increase of ERlucT glycosylation luciferase signal, primary screen, N-linked glycosylation inhibitor project, D54 ERlucT cells, luminescence, set 2 | reporter increase, % at 12.5 µM | D54 ERlucT glycosylation luciferase reporter, 24 h; percent of 100 nM tunicamycin response | hit rate 0.23% among 360,000;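 active = mean luciferase reporter signal, scaled so untreated is 0 and the glycosylation-blocking control 100, at or above a set limit in every replicate; inconclusive = mean reaches the limit but not every replicate does; inactive = mean below the limit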;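 note: luciferase carries N-glycosylation sites so blocking glycosylation raises the light; 0% = median of neutral control wells and 100% = median of 100 nM tunicamycin wells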
ABCB6 inh 2 – ABCB6 transporter inhibitors, primary screen, K562-ABCB6 cells, flow cytometry, MLPCN library; ATP-binding cassette sub-family B member 6 (Homo sapiens), Q9NP58; K562-ABCB6 porphyrin accumulation, 1 h; stronger effect = lower value; fluorescence ratio to DMSO, % at 10 µM; hit rate 0.19% among 360,000;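 active = fluorescence ratio to DMSO below 75%, the collection mean minus 3 SD; inconclusive = too few cells collected in the well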;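 note: signal is porphyrin accumulated inside mitochondria; 100% equals median channel fluorescence of DMSO control wells; lower ratio means ABCB6 inhibition with less porphyrin fluorescence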
m5-HT2A agonist – mouse Htr2a agonists via beta-arrestin recruitment, primary screen, cell-based, luminescence | 5-hydroxytryptamine receptor 2A (Mus musculus), P35363 | CHO-K1 mHTR2A beta-arrestin complementation; percent of 30 µM serotonin response | activation, % at 7.6 µM | hit rate 0.66% among 360,000;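 active = activation above a run cutoff, the mean activation of all tested compounds plus 3 SD, cut at about 14% in these data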;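 note: 0% = plate median of compound wells and 100% = 30 µM serotonin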
Target sequence (P35363 whole entry, looked up): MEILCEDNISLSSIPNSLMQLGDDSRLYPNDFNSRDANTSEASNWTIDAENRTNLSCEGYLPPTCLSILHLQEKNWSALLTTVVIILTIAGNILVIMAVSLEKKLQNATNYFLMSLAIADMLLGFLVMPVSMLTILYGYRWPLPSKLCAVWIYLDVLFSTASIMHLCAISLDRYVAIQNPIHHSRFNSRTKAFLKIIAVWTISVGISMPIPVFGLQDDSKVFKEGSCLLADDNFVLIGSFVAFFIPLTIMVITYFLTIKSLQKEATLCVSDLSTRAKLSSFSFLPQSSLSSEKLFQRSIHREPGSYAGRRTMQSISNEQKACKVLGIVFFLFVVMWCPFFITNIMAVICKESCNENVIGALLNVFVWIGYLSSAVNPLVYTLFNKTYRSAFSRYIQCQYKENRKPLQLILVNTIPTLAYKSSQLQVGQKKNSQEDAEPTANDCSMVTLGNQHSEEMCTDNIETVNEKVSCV
H9c2 protect – cardioprotection against H2O2-induced cell death, primary screen, uHTS, H9c2 cells, ATPLite luminescence; H9c2 cardiomyocytes, H2O2 injury protection, 2 h; hit rate 0.63% among 360,000; protection from H2O2 cell death, % at 20 µM;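 active = compounds giving at least 50% protection of heart cells from peroxide-induced death in the single-dose screen, raw or plate-pattern-corrected value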;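 note: 0% = DMSO wells with peroxide and 100% = DMSO wells without peroxide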
CaV13 FRET inh – Disruptors of the CACNA1D IQ motif to Ca2+-dependent inactivation inhibitor domain association, primary screening, Förster resonance energy transfer in intact living … | HEK cells, CFP/YFP FRET ICDI-IQ, plate reader, 10 min; percent FRET-ratio fall versus neutral wells | inhibition, % at 12.3 µM | hit rate 0.098% among 340,000 | AID 743397;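 active = mean replicate inhibition of at least 30% and at least 1% of replicates passing that level; inconclusive = only one of the two criteria is met; inactive = neither criterion is met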;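 note: 0% = median of the neutral control wells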
aDG glyco up – activators of alpha-DG glycosylation, primary screen, uHTS, Pro5-aDG cells, AlphaScreen; hit rate 0.22% among 360,000; alpha-DG glycosylation AlphaScreen (IIH6); 0% Pro5, 100% B10-LARGE cell signal; activation, % at 10 µM;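 active = activation of at least 8% versus controls, or a plate z-score of at least 8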;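 note: Pro5 are CHO cells carrying HIG-tagged alpha-DG that lacks glycosylation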
Vif imaging – HIV Vif self-association inhibitors, primary screen, imaging, HEK293T, single point; AID 602346, 2012; HEK293T cells, Vif self-association by quenched fluorescence, 24 h; hit rate 0.35% among 340,000; inhibition, % at 7.49 µM; in the data active = inhibition above about 50%, passing the limit was not always enough; inconclusive = no clear call, values can overlap the other calls; inactive = below about 31%; note: some results filed as inactive read as strong as hits
hiPSC survival – enhancers of single-cell hiPSC survival, primary screen, ATPlite luminescence. 100% = ROCK inhibitor wells, 0% = DMSO. hit rate 0.044% among 360,000. AID 602274, 2012. survival enhancement, % at 20 µM; in the data active = survival enhancement above about 18%;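 note: cells exposed to compounds for 16 hours before the ATP read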
PDI turbidity – inhibitors of human PDI, primary screen, biochemical, turbidity, single point, plate reader; PDI insulin aggregation turbidity, A650, 90 min; Protein disulfide-isomerase (Homo sapiens), P07237; inhibition, % at 10 µM; hit rate 0.052% among 350,000;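 active = mean inhibition across replicates of 30% or more, whatever share of single replicates reach that level; inconclusive = mean inhibition below 30% while every single replicate reaches 30%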;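 note: absorbance from insulin aggregation driven by PDI reduction with DTT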
Target sequence (P07237 whole entry, looked up): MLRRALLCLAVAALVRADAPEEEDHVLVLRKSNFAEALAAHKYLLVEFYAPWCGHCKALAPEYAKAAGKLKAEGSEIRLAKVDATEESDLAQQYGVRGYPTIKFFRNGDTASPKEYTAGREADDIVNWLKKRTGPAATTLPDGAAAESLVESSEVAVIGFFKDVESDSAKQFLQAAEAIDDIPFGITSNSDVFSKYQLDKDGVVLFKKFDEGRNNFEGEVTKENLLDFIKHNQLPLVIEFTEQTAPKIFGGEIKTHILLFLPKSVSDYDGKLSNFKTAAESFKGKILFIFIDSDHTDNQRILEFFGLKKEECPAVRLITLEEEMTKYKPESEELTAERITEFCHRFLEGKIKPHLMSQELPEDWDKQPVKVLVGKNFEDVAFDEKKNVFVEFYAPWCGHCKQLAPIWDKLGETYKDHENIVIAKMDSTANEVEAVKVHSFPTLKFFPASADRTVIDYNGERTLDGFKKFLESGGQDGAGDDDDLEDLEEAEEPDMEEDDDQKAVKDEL
Granule exo inh – LAMP-1 surface exposure blockers, TALL-104 cells – cell-based, flow cytometry, MLPCN library, primary screen. hit rate 0.66% among 360,000. inhibition, % at 10 µM. TALL-104 LAMP-1 surface exposure; cells stimulated with thapsigargin and PMA;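 active = inhibition above about 55%, limit read from the data; inconclusive = no clear call, values can overlap the other calls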
An asterisk follows results filed as active; ? = inconclusive; nt = no result given. Compounds as they come. About 3.1% of those tested had a hit in this group.

SMILES	N-glyco inh	ABCB6 inh 2	m5-HT2A agonist	H9c2 protect	CaV13 FRET inh	aDG glyco up	Vif imaging	hiPSC survival	PDI turbidity	Granule exo inh
N#Cc1c(-c2ccco2)c2c([nH]c1=S)CCCC2	0	95	2	1	-5	1.0	nt	0.5	-6	2
Cc1ccc(-n2nc(CC#N)c(C#N)c2N)cc1Cl	3	97	1	12	-17	-0.3	-10	-1.0	6	-9
CC(C)(C)[C@@H]1C=C(C(=O)Nc2ccccc2)O[C@H](OCc2ccc(CO)cc2)C1	-3	96	-2	-8	-4	-0.2	-3	-0.9	6	28
CCN(CC)S(=O)(=O)c1ccc2oc(Nc3ccc(OC)cc3OC)nc2c1	-2	97	-5	-7	-3	-0.1	-7	0.2	9	-10
CCCCOc1ccc(C(=O)N/C(=C/C=C/c2ccccc2)C(=O)NCCO)cc1	2	95	8	-6	-4	-0.4	0	0.1	0	0
COc1ccc(NC(=O)CCN2CCN(S(=O)(=O)c3cc(Cl)ccc3OC)CC2)cc1	-3	102	-5	-4	-7	0.6	nt	-3.2	5	2
O=C(NCc1cc(C(F)(F)F)cc(C(F)(F)F)c1)c1cc(-c2cc(F)ccc2OCC2CCCO2)n[nH]1 (configuration not stated)	0	105	-2	1	-5	-0.3	5	5.0	14	-5
O=C1C2C3C=CC(c4ccccc4)(C2C(=O)N1c1cccc(Cl)c1)C1C(=O)N(c2cccc(Cl)c2)C(=O)C31 (configuration not stated)	-3	99	2	-5	-6	0.8	1	-1.6	-1	2
CCC1(C(=O)OC)NC(c2ccco2)C2C(=O)N(c3ccccc3)C(=O)C21 (configuration not stated)	1	98	-2	2	-4	0.3	13	2.5	-4	1
Cc1ccc(S(=O)(=O)N2CCN(Cc3nc4sc(C)c(C)c4c(=O)[nH]3)CC2)cc1	1	103	-3	11	nt	0.0	5	-1.9	-7	-5
Cc1noc(C)c1COc1ccccc1C(=O)NCCc1ccc(S(N)(=O)=O)cc1	-2	98	8	7	nt	-0.2	3	-0.3	7	1
O=C(Nc1nc(-c2cccnc2)cs1)c1ccc([N+](=O)[O-])cc1	-2	96	0	1	-2	0.3	-2	0.8	0	0
Cc1ccc(S(=O)(=O)Nc2nc(C)c(C)s2)cc1	2	98	6	-1	-2	0.2	-1	-0.2	11	3
CCCCNC(=O)NNC(=O)COc1cc(C)cc(C)c1	1	97	2	2	-3	0.1	nt	1.0	0	-2
COc1cccc(NC(=O)c2ccc(S(=O)(=O)N3CCCCC3)cc2)c1	-2	99	-6	-22	-5	-0.1	-4	-0.8	-7	-3
CCOc1ccc(C(=O)N2CCc3cc(OC)c(OC)cc3C2)cc1OCC	1	96	3	3	-5	0.0	nt	-2.4	-5	-1
CC(C)CCN(C(=O)CNC(=O)c1ccco1)C(C(=O)NC1CCCCC1)c1cccnc1 (configuration not stated)	-1	101	4	-1	-3	0.1	2	0.4	2	-7
Cc1ccc(NC(=O)C2CCN(S(=O)(=O)c3ccc4c(c3)oc(=O)n4C)CC2)cc1	0	99	-2	-2	-2	-0.5	10	-0.3	15	-4
Oc1ccccc1/C=N/n1c(-c2cccs2)n[nH]c1=S	3	88	1	4	nt	-0.2	0	-2.7	-4	-1
CC(C)(C)C(=O)c1c(N)[nH]c(C(=O)c2ccccc2)c1-c1ccc(Cl)cc1	nt	133	7	nt	-7	0.1	nt	1.2	nt	3
CC(C)N(Cc1nc(-c2ccc(Cl)cc2)no1)C(=O)CN(C)S(=O)(=O)c1ccc(Cl)cc1	-3	96	1	-5	-8	0.0	-12	-1.7	1	0
COc1ccc(CC(=O)N2CCN=C2SCc2cccc([N+](=O)[O-])c2)cc1	-3	90	2	10	5	-0.2	-2	0.1	8	-3
CC(C)(C)C(=O)Nc1ccc(C(=O)Nc2cc(NC(=O)c3ccc(NC(=O)C(C)(C)C)cc3)cc(C(=O)O)c2)cc1	-3	90	-4	1	-21	-0.1	-2	-0.2	-7	7
O=C(c1ccccc1)N1CCN(C(=O)c2ccccc2)C1c1ccccc1	2	103	-4	8	-1	-0.1	-4	4.8	16	1
Cc1c(Br)c([N+](=O)[O-])nn1CC(=O)Nc1ccc(Cc2ccncc2)cc1	-5	96	-3	-2	-5	0.1	2	-0.7	11	-6
Cc1[nH]c(=O)[nH]c(=O)c1S(=O)(=O)N1CCCC(C(=O)N2CCN(c3cccc(C(F)(F)F)c3)CC2)C1 (configuration not stated)	0	99	-4	-2	-6	-0.4	-2	-2.5	11	-3
CC1C(=O)N(Cc2cn(Cc3ccco3)nn2)CCS(=O)(=O)N1Cc1ccc(-c2ccc(F)cc2)cc1 (configuration not stated)	-3	98	1	-15	-6	-0.1	2	-1.0	-2	1
CC(C)CNC(=O)c1oc2ccccc2c1COc1ccccc1	-3	101	-3	-3	-5	1.5	-8	-0.4	-15	-10
O=C1N=C(O)CN1/N=C/c1ccc(-c2ccc([N+](=O)[O-])cc2)o1	0	90	-2	-6	-7	0.2	-2	-1.2	-2	-2
O=C1/C(=C\c2ccco2)SC(=S)N1c1ccc(O)cc1	1	101	-1	0	-5	-0.3	nt	5.2	-4	1
CC1CCc2nc3ccc(S(=O)(=O)N4CCC(C(=O)N5CCCCCC5)CC4)cc3c(C(=O)O)c2C1 (configuration not stated)	1	100	3	-6	-6	-0.2	5	0.3	-6	0
CCOC(=O)c1c(CSc2cccs2)n(C)c2cc(Br)c(O)c(CN(C)C)c12	-2	93	-9	10	-4	-0.1	-8	1.2	3	90*
CCCCOc1ccc(Cc2cnc(N)nc2N)cc1	-5	94	8	0	-18	0.5	3	0.0	2	5
CC(C)Cc1cc(C(=O)NCc2ccco2)no1	-2	104	-1	2	9	-0.2	6	1.1	nt	-3
Cc1nc(-c2ccc(NC(=O)c3ccco3)cc2)cs1	-21	101	-3	-18	-4	0.0	-6	-0.6	2	8
N=c1ncn(CC(O)CO)c2nc(N3CCOCC3)[nH]c12 (configuration not stated)	1	103	1	10	nt	0.3	6	-1.8	-5	1
COc1ccc2c(c1)N(C[C@H](C)CN(C)C)c1ccccc1S2	0	90	-11	16	-5	0.2	2	-0.4	-6	12
Cn1cc(SCC(=O)Nc2nc3ccccc3s2)c2ccccc21	-3	99	0	-6	nt	-0.2	24	-1.2	3	6
CCc1ccc(NC(=O)CCCN2C(=O)C3CC=CCC3C2=O)cc1 (configuration not stated)	1	103	4	-1	nt	-0.1	13	0.0	-4	-11
COc1ccc(C(=O)Nc2cnc3sc(C)nn3c2=O)cc1	1	94	1	4	-5	0.0	-5	-0.1	2	-1
O=C(NCC(c1cccnc1)N1CCN(c2ccccc2)CC1)c1ccc2c(c1)OCO2 (configuration not stated)	0	92	1	0	nt	0.0	-7	3.8	-12	0
COc1ccc(Br)cc1/C=N/NC(=O)c1nc(-c2ccccc2)n2c1CCCCC2	0	90	-4	33	1	-0.1	?	-0.3	0	-1
CCN(CC)CCCNC(=O)c1cn(CC(C)C)c(=O)c2c1c1ccccc1n2C	-1	105	-9	0	-4	0.2	14	-0.3	2	2
Cc1nc2ccccc2c(=O)n1NC(=O)Cc1ccc([N+](=O)[O-])cc1	0	91	0	-5	-3	-0.6	-1	-0.7	-1	5
O=C(O)CSc1nc(-c2ccc(Cl)cc2)nc2c1oc1ccccc12	-2	97	1	0	-5	0.0	-1	4.9	0	-1
CC(=O)c1cccc(N(CC(=O)Nc2ccccc2F)S(C)(=O)=O)c1	-1	91	11	-1	6	-0.3	-3	1.7	6	-2
Cc1ccc(C)c(NC(=S)NCCN2CCOCC2)c1	6	100	4	-9	nt	0.0	nt	2.4	-10	-1
O=C(C1=COCCO1)N(Cc1nnc(-c2ccc(Cl)cc2)o1)C1CC1	1	99	5	1	-4	0.1	-6	-0.6	7	-3
CCn1cc(C(=O)N2CCOCC2)c(=O)c2cc(S(=O)(=O)N(C)C)ccc21	3	98	-4	5	-2	0.1	0	1.8	nt	0
O=C1C(Cl)=C(N2CCOCC2)C(=O)N1c1ccccc1	-1	102	3	18	nt	0.0	12	-0.7	-2	-4
COc1ccc(N(Cc2ccccc2)S(=O)(=O)c2cccc(C(=O)NC3=NCCS3)c2)cc1	-4	93	2	6	-4	0.0	-6	-1.7	-3	14
Cc1ccc(NC(=O)C[n+]2cc(-c3ccccc3)n3c2CCC3)cc1	1	97	0	3	-13	0.0	0	-0.4	-2	-8
O=C(CSc1ccc(-c2ccc(Br)cc2)nn1)N1CCOCC1	0	94	-7	-8	-2	1.6	-7	-0.4	0	-3
Cc1ccccc1NC(=O)c1cc(S(=O)(=O)N2CCCCC2)ccc1N1CCOCC1	1	96	-4	-4	-11	-0.2	-2	-0.8	7	-3
c1coc(-c2nnc(SCc3nc4ccccc4[nH]3)o2)c1	-2	108	-3	33	-9	0.0	-7	0.9	-2	-1
CN1C(=O)C2CN(CCc3ccccc3)CNC2N(C)C1=O (configuration not stated)	-1	96	0	1	-4	0.5	2	-0.6	-14	3
COc1ccc(CN2C(=O)c3ccccc3C2C(=O)NCc2cccnc2)c(OC)c1 (configuration not stated)	1	99	-2	-6	-8	-0.1	6	-0.6	-1	-3
O=C(CCCNC(=O)c1ccc(Cl)cc1)Nc1ccc(S(=O)(=O)Nc2ncccn2)cc1	2	100	-2	2	-3	-0.2	-8	-0.5	-5	4
CC(=O)NCC(=O)N1CCCC(C(=O)c2ccc3c4c(cccc24)CC3)C1 (configuration not stated)	1	102	3	3	-5	-0.2	2	-1.1	4	9
CNC(=O)c1[nH]cnc1C(=O)NCC(=O)OC(C)(C)C	2	99	4	4	-10	0.0	-5	-2.7	0	-1
Following part.
SMILES	N-glyco inh	ABCB6 inh 2	m5-HT2A agonist	H9c2 protect	CaV13 FRET inh	aDG glyco up	Vif imaging	hiPSC survival	PDI turbidity	Granule exo inh
Cc1c(NC(=O)Oc2ccccc2)sc(=S)n1C	-3	95	-5	5	-5	-0.1	2	0.2	-2	2
CN(Cc1ccccc1)C(=O)NC1CCCCC1	1	105	7	0	-4	0.0	1	2.1	0	0
COc1ccc(OC)c(-c2nnc3n2N=C(c2ccc(OC)c(OC)c2)CS3)c1	?	103	4	0	-7	-0.3	nt	-3.9	19	-3
Cc1n[nH]c(C)c1SCC(=O)Nc1ccc(F)cc1	3	100	1	15	nt	0.2	1	-1.2	2	-4
CC12CCC(C)(O1)C1C(=O)N(c3nccs3)C(=O)C12 (configuration not stated)	0	99	1	3	-5	-0.2	38	-1.3	-2	0
O=C(c1cnc2n(c1=O)CCS2)N1CCN(C(c2ccccc2)c2ccc(Cl)cc2)CC1 (configuration not stated)	0	92	-4	-6	nt	0.0	0	-0.3	nt	-12

Screening results from PubChem.
